Bioassay records (PubChem)
S1P3 antagonist = S1P3 receptor antagonists, primary screen, cell-based; Sphingosine 1-phosphate receptor 3 (Homo sapiens), Q99500; CHO S1P3 NFAT-BLA reporter, FRET fluorescence, antagonist mode; inhibition, % at 4.98 µM; hit rate 0.27% among 170,000; AID 485, 2006;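 active means inhibition above the plate cutoff, the mean inhibition of test wells on that plate plus 3 SD, cut at about 28% in these data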;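 further: cells challenged with S1P at its EC80 of 0.8 µM; blue over green emission ratio from cleaved BLA substrate after 4 h stimulation; 0% = S1P-stimulated wells and 100% = unstimulated DMSO-only wells; some compounds past the cut are filed as inactive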
TLR4 MyD88 comp = inhibitors of TLR4-MyD88 association in cells, primary screen, cell-based, HeLa CL3-4, BLA complementation, FRET ratio. Toll-like receptor 4 (Homo sapiens) + Myeloid differentiation primary response protein …. HeLa CL3-4 TLR4/MyD88 BLA complementation. hit rate 0.18% among 200,000. inhibition, % at 8.4 µM; in the data active means inhibition above about 25%;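 further: 0% = vehicle and 100% = reference inhibitor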
STAT1 blocker = STAT1 signaling inhibitors, primary screen, cell-based, HTS, luciferase reporter; NIH 3T3 STAT1-luciferase reporter, IFN-gamma, luminescence; inhibition, % at 5.5 µM; hit rate 0.35% among 200,000;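 active means inhibition above a set limit, the mean inhibition across all tested compounds plus 3 SD, cut at about 34% in these data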;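 further: 0% = IFN-gamma with DMSO and 100% = IFN-gamma with 300 µM nifuroxazide; values of inactives mirror those of a sister screen read the other way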
PPARg SRC-1 ag = PPARgamma agonists recruiting SRC-1 coactivator, primary screen, biochemical | PPARgamma-SRC-1 coactivator recruitment biochemical assay | activation, % at 8 µM | hit rate 0.41% among 200,000; in the data active means activation above about 19%;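 further: 0% = DMSO and 100% = reference agonist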
Target sequence (P37231 whole entry, looked up): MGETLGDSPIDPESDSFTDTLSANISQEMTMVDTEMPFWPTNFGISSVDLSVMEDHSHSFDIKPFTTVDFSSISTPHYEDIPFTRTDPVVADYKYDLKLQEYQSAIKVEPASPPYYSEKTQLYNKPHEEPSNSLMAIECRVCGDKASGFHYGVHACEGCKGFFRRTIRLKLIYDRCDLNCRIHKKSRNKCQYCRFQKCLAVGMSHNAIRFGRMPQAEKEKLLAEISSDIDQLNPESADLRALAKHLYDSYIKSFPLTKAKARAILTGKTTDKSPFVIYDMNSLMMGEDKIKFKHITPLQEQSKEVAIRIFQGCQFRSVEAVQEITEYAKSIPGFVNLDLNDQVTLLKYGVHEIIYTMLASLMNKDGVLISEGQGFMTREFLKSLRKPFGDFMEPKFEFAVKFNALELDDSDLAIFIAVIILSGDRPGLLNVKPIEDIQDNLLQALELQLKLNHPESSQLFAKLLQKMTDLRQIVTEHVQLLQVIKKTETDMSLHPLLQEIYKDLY
SRC2 TRFRET art = TR-FRET signal artefacts, primary screen, artefact control for PPARgamma SRC-2 agonist project, biochemical; hit rate 0.4% among 200,000; TR-FRET artefact counter-screen; active compounds read high; TR-FRET ratio at 8 µM; in the data active means TR-FRET ratio above about 2000; further: inactives centre near 1500
STAT3 act = IL-6 driven STAT3 reporter potentiators, primary screen, U3A cells, luciferase, luminescence, MLSCN library; activation (% of control), % at 5.6 µM; IL-6 STAT3-luciferase reporter; 100% = signal with IL-6 EC80 alone; hit rate 0.91% among 190,000;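 active means activation above the screen-wide mean of compound activation plus 3 SD, cut at about 130% in these data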;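 further: 0% = background luminescence of wells with medium and substrate only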
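Material: STAT1-lacking human U3A cells, STAT3 luciferase reporter | Benchmarks: IL-6-only wells as 100% reference | Probe or stimulus: IL-6 (33 ng/mL) | Timing: Compound 1 h, then IL-6 6 h at 37 °C | Detection: Luminescence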
ROMK mod = ROMK potassium channel modulators, primary screen, cell-based, thallium flux, MLSMR library. Tet-inducible ROMK, thallium flux fluorescence; actives lie on both sides. hit rate 2% among 130,000. B-score at 10 µM. ATP-sensitive inward rectifier potassium channel 1 (Homo sapiens), P48048;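 active means signal ratio slope over the read window, or its plate-corrected B-score, at least 3 SD from the plate mean, either direction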;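 further: B-score of the F/F0 ratio slope over 7 to 12 s after thallium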
Target sequence (P48048 whole entry, looked up): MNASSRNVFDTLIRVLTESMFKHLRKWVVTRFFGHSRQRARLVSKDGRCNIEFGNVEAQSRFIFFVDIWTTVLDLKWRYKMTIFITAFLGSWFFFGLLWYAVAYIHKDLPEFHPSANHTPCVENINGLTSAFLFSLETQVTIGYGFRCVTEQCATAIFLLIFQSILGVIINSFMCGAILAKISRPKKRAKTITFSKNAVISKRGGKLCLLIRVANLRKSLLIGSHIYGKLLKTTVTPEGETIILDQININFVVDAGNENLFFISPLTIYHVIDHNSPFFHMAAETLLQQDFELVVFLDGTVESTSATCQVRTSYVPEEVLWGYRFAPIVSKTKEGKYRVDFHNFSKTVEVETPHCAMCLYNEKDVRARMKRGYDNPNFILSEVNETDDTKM
PPARg SRC-3 ag = PPARgamma agonists recruiting SRC-3 coactivator, primary screen, biochemical | hit rate 0.26% among 200,000 | biochemical PPARgamma/SRC-3 coactivator recruitment assay | activation, % at 8 µM | Peroxisome proliferator-activated receptor gamma (Homo sapiens), P37231; in the data active means activation above about 23%;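 further: 0% = DMSO and 100% = reference agonist; some compounds past the cut are filed as inactive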
STAT3 inh = IL-6 driven STAT3 reporter inhibitors, primary screen, U3A cells, luciferase, luminescence, MLSCN library; IL-6 STAT3-luciferase reporter; host cell line lacks STAT1; inhibition, % at 5.5 µM; hit rate 0.89% among 190,000; AID 862, 2007;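 active means inhibition above the mean inhibition across all screened compounds plus 3 SD, cut at about 44% in these data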;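 further: 0% = DMSO only wells and 100% = 100 µM nifuroxazide control wells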
RAM network inh = inhibitors of the yeast RAM network, primary screen, dse1pr::URA3 reporter, 5-FOA selection. inhibition, % at 50 µM. AID 868, 2007. hit rate 1.8% among 190,000. S. cerevisiae dse1pr::URA3 reporter, 5-FOA growth OD615, 2 d; analog-sensitive cbk1-as2 kinase mutant strain;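 active means inhibition above a set limit, 3 SD over mean compound inhibition, cut at about 8.4% in these data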;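 further: 0% = DMSO-only wells with no growth and 100% = 10 µM 1-NA-PP1 full growth; inhibition rescues growth on 5-FOA so higher OD means more RAM inhibition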
PPARg SRC-2 ag = agonists of PPARg-SRC-2 recruitment, primary screen, biochemical, HTS; Peroxisome proliferator-activated receptor gamma (Homo sapiens), P37231; PPARgamma LBD-SRC-2 recruitment; activation, % at 8 µM; hit rate 0.34% among 200,000; AID 1032, 2008; in the data active means activation above about 22%;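 further: 0% = vehicle and 100% = reference agonist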
An asterisk follows results filed as active.

Results for S=C(NCC1CCCO1)NC1CC1 (configuration not stated) ?
S1P3 antagonist: 1; TLR4 MyD88 comp: -3; STAT1 blocker: -2; PPARg SRC-1 ag: 5; SRC2 TRFRET art: 1610; STAT3 act: 99; ROMK mod: 0.25; PPARg SRC-3 ag: -5; STAT3 inh: 3; RAM network inh: 0.4; PPARg SRC-2 ag: 2

What do the screens show for `COc1ccc(CC(=O)Nc2ccc(-c3cn4ccc(C)cc4n3)cc2)cc1`?
TLR4 MyD88 comp: 7; STAT1 blocker: -17; PPARg SRC-1 ag: 8; SRC2 TRFRET art: 1791; STAT3 act: 79; ROMK mod: -0.076; PPARg SRC-3 ag: 13; STAT3 inh: 29; RAM network inh: 0.8; PPARg SRC-2 ag: 4

What do the screens show for `O=C(Nc1ccc2c(c1)OCCO2)C1CCCN1S(=O)(=O)c1cccc2cccnc12` (configuration not stated)?
S1P3 antagonist: -10; TLR4 MyD88 comp: -6; STAT1 blocker: 1; PPARg SRC-1 ag: -4; SRC2 TRFRET art: 1505; STAT3 act: 97; PPARg SRC-3 ag: 1; STAT3 inh: 4; RAM network inh: 1.7; PPARg SRC-2 ag: -5

How did COCCCNS(=O)(=O)c1ccc(SC)cc1 do in these assays?
S1P3 antagonist: -5; TLR4 MyD88 comp: 6; STAT1 blocker: 3; PPARg SRC-1 ag: 0; SRC2 TRFRET art: 1443; STAT3 act: 83; ROMK mod: 1.4; PPARg SRC-3 ag: 1; STAT3 inh: 21; RAM network inh: 0.5; PPARg SRC-2 ag: 3

How did COC(=O)c1ccc(N2C(=O)CC(SCCN)C2=O)cc1 (configuration not stated) do in these assays?
S1P3 antagonist: -25; TLR4 MyD88 comp: -3; STAT1 blocker: -17; PPARg SRC-1 ag: 4; SRC2 TRFRET art: 1582; STAT3 act: 105; ROMK mod: -0.041; PPARg SRC-3 ag: -13; STAT3 inh: -4; RAM network inh: 1.4; PPARg SRC-2 ag: -2

What do the screens show for `Cc1ccc(-n2ncc3c(Nc4cccc(C(=O)O)c4)ncnc32)cc1`?
TLR4 MyD88 comp: -4; STAT1 blocker: -10; PPARg SRC-1 ag: 2; SRC2 TRFRET art: 1557; STAT3 act: 97; PPARg SRC-3 ag: -1; STAT3 inh: 4; RAM network inh: 5.2; PPARg SRC-2 ag: 4

Results for O=P(Cc1cc[n+]([O-])cc1)(c1ccccc1)c1ccccc1 ?
TLR4 MyD88 comp: -5; STAT1 blocker: -3; PPARg SRC-1 ag: 2; SRC2 TRFRET art: 1497; STAT3 act: 103; PPARg SRC-3 ag: -3; STAT3 inh: 1; RAM network inh: 3.4; PPARg SRC-2 ag: 9

Results for CN1CC=C2C(C#N)=C(N)C(C#N)(C#N)[C@H](c3ccoc3)[C@H]2C1 ?
TLR4 MyD88 comp: -2; STAT1 blocker: 5; PPARg SRC-1 ag: 1; SRC2 TRFRET art: 1465; STAT3 act: 101; ROMK mod: -2.8*; PPARg SRC-3 ag: 4; STAT3 inh: -4; RAM network inh: 2.3; PPARg SRC-2 ag: 3

Results for COc1ccc(/C(O)=C2/C(=O)C(=O)N(CCCN(C)C)C2c2ccc(C)o2)cc1Cl (configuration not stated) ?
TLR4 MyD88 comp: -9; STAT1 blocker: -7; PPARg SRC-1 ag: 1; SRC2 TRFRET art: 1765; STAT3 act: 93; ROMK mod: 0.76; PPARg SRC-3 ag: 3; STAT3 inh: 10; RAM network inh: -1.2; PPARg SRC-2 ag: 6

How did COc1ccc(N=C2SC(CC(=O)Nc3ccccc3)C(=O)N2Cc2ccco2)cc1 (configuration not stated) do in these assays?
S1P3 antagonist: 17; TLR4 MyD88 comp: 10; STAT1 blocker: 6; PPARg SRC-1 ag: 1; SRC2 TRFRET art: 1624; STAT3 act: 101; PPARg SRC-3 ag: 7; STAT3 inh: -6; RAM network inh: 4.8; PPARg SRC-2 ag: 1

How did O=C(O)c1c2c(nc3ccccc13)-c1ccccc1CC2 do in these assays?
S1P3 antagonist: -3; TLR4 MyD88 comp: -7; STAT1 blocker: -9; PPARg SRC-1 ag: 0; SRC2 TRFRET art: 1719; STAT3 act: 98; ROMK mod: -0.52; PPARg SRC-3 ag: -1; STAT3 inh: 5; RAM network inh: 1.5; PPARg SRC-2 ag: 3

How did Cc1ccc(CNCCC2=CCCCC2)cc1 do in these assays?
TLR4 MyD88 comp: -2; STAT1 blocker: 2; PPARg SRC-1 ag: -1; SRC2 TRFRET art: 1574; STAT3 act: 109; ROMK mod: -2.5; PPARg SRC-3 ag: -1; STAT3 inh: -13; RAM network inh: 1.0; PPARg SRC-2 ag: 10

Reprinted from the part before: 2 entries, followed by the next part.
How did O=C(O)c1c2c(nc3ccccc13)-c1ccccc1CC2 do in these assays?
S1P3 antagonist: -3; TLR4 MyD88 comp: -7; STAT1 blocker: -9; PPARg SRC-1 ag: 0; SRC2 TRFRET art: 1719; STAT3 act: 98; ROMK mod: -0.52; PPARg SRC-3 ag: -1; STAT3 inh: 5; RAM network inh: 1.5; PPARg SRC-2 ag: 3

How did Cc1ccc(CNCCC2=CCCCC2)cc1 do in these assays?
TLR4 MyD88 comp: -2; STAT1 blocker: 2; PPARg SRC-1 ag: -1; SRC2 TRFRET art: 1574; STAT3 act: 109; ROMK mod: -2.5; PPARg SRC-3 ag: -1; STAT3 inh: -13; RAM network inh: 1.0; PPARg SRC-2 ag: 10

Results for CC(C)OCCCNC(=S)NNC(=O)c1ccc(Cl)c(Cl)c1 ?
S1P3 antagonist: 14; TLR4 MyD88 comp: -22; STAT1 blocker: -15; PPARg SRC-1 ag: 6; SRC2 TRFRET art: 1499; STAT3 act: 95; ROMK mod: -1.3; PPARg SRC-3 ag: -1; STAT3 inh: 10; RAM network inh: 3.1; PPARg SRC-2 ag: -6

What do the screens show for `OC(COCc1ccc(Cl)cc1)CN1CCN(CC(O)COCc2ccc(Cl)cc2)CC1` (configuration not stated)?
S1P3 antagonist: -15; TLR4 MyD88 comp: 6; STAT1 blocker: 7; PPARg SRC-1 ag: 1; SRC2 TRFRET art: 1433; STAT3 act: 89; ROMK mod: -3*; PPARg SRC-3 ag: -12; STAT3 inh: 16; RAM network inh: 1.3; PPARg SRC-2 ag: -6

What do the screens show for `COc1cc(/C=C/C(=O)OCC(=O)c2c[nH]c3ccccc23)ccc1OC(F)F`?
S1P3 antagonist: -2; TLR4 MyD88 comp: -10; STAT1 blocker: 4; PPARg SRC-1 ag: 8; SRC2 TRFRET art: 1677; STAT3 act: 110; PPARg SRC-3 ag: 4; STAT3 inh: -6; RAM network inh: 3.2; PPARg SRC-2 ag: 7

What do the screens show for `O=C(CCN1CCN(Cc2ccccc2)CC1)NNC(=O)Cc1ccc(Cl)c(Cl)c1`?
S1P3 antagonist: -8; TLR4 MyD88 comp: -6; STAT1 blocker: -3; PPARg SRC-1 ag: 7; SRC2 TRFRET art: 1513; STAT3 act: 114; ROMK mod: -1; PPARg SRC-3 ag: 0; STAT3 inh: -12; RAM network inh: 0.4; PPARg SRC-2 ag: -9

Results for Cc1ccc(-c2nnc(SCC(=O)Nc3ccc4c(c3)oc3ccccc34)n2C)c(Cl)c1 ?
TLR4 MyD88 comp: 1; STAT1 blocker: 0; PPARg SRC-1 ag: -5; SRC2 TRFRET art: 1454; STAT3 act: 101; PPARg SRC-3 ag: -7; STAT3 inh: 2; RAM network inh: 3.5; PPARg SRC-2 ag: -5

How did COc1ccc(-c2nc(CSCC(=O)N3CCN(C4CCCCC4)CC3)c(C)o2)cc1OC do in these assays?
S1P3 antagonist: -17; TLR4 MyD88 comp: 8; STAT1 blocker: 0; PPARg SRC-1 ag: 1; SRC2 TRFRET art: 1555; STAT3 act: 100; PPARg SRC-3 ag: -1; STAT3 inh: 5; PPARg SRC-2 ag: -10

Results for COC(=O)c1c(C)oc2ccc(OC(=O)c3cccs3)cc12 ?
S1P3 antagonist: -55; TLR4 MyD88 comp: 6; STAT1 blocker: -6; PPARg SRC-1 ag: 7; SRC2 TRFRET art: 1748; STAT3 act: 86; ROMK mod: 0.48; PPARg SRC-3 ag: 6; STAT3 inh: 19; RAM network inh: 4.4; PPARg SRC-2 ag: 7

How did CCOc1ccc(-c2csc(NC(=O)CSCC(=O)O)n2)c2ccccc12 do in these assays?
S1P3 antagonist: -15; TLR4 MyD88 comp: -5; STAT1 blocker: 32; PPARg SRC-1 ag: 12; SRC2 TRFRET art: 1670; STAT3 act: 97; ROMK mod: 0.045; PPARg SRC-3 ag: 0; STAT3 inh: 8; RAM network inh: 3.6; PPARg SRC-2 ag: 9

How did CCN1C(=S)SC(=O)C1=C1C=C(C)N(Cc2ccco2)C(C)=C1 do in these assays?
TLR4 MyD88 comp: 1; STAT1 blocker: -104; PPARg SRC-1 ag: 10; SRC2 TRFRET art: 1521; STAT3 act: 114; PPARg SRC-3 ag: -1; STAT3 inh: -10; RAM network inh: 1.6; PPARg SRC-2 ag: 4

How did COc1ccc(/C=C(/C#N)C(=O)Nc2ccc(O)cc2)cc1C(=O)O do in these assays?
S1P3 antagonist: -6; TLR4 MyD88 comp: -2; STAT1 blocker: 5; PPARg SRC-1 ag: 4; SRC2 TRFRET art: 1430; STAT3 act: 102; ROMK mod: 0.87; PPARg SRC-3 ag: 2; STAT3 inh: -1; RAM network inh: 2.1; PPARg SRC-2 ag: -10

What do the screens show for `CCCCNC(=O)C1CCN(C(=O)Nc2ccc(C)cc2)CC1`?
TLR4 MyD88 comp: 2; STAT1 blocker: -4; PPARg SRC-1 ag: -2; SRC2 TRFRET art: 1408; STAT3 act: 105; ROMK mod: -0.039; PPARg SRC-3 ag: 15; STAT3 inh: -3; RAM network inh: -0.7; PPARg SRC-2 ag: 6

How did CCc1ccccc1N(CC(=O)OC)S(C)(=O)=O do in these assays?
S1P3 antagonist: -6; TLR4 MyD88 comp: -8; STAT1 blocker: 3; PPARg SRC-1 ag: -2; SRC2 TRFRET art: 1591; STAT3 act: 105; ROMK mod: 0.15; PPARg SRC-3 ag: 8; STAT3 inh: -4; RAM network inh: -0.1; PPARg SRC-2 ag: 6

Results for Cc1ccc(C(=O)Nc2nc(=O)n(C)s2)cc1 ?
TLR4 MyD88 comp: -3; STAT1 blocker: -14; PPARg SRC-1 ag: -1; SRC2 TRFRET art: 1607; STAT3 act: 97; PPARg SRC-3 ag: 9; STAT3 inh: 10; RAM network inh: -0.1; PPARg SRC-2 ag: 15
